# bIAP inh = intestinal alkaline phosphatase (bovine) inhibition; purified bovine IAP, CDP-star luminescence, 30 min; inhibition, % at 20 µM; 190,000 tested, under 10 active; AID 1019;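 active = over 50% inhibition of intestinal alkaline phosphatase at 20 µM in the single-dose screen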
#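 Assay system: bovine IAP enzyme; medium: DEA buffer 100 mM, pH 9.8, with MgCl2 1.0 mM, ZnCl2 0.02 mM; doses: 20 µM single dose; incubation: enzyme reaction for 30 min at room temperature; detection: CDP-star luminescence signal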
# bIAP act = increases bovine intestinal alkaline phosphatase activity. purified bovine IAP, CDP-star luminescence, 30 min; stronger effect = higher value; fold of DMSO-control signal, blank-subtracted. activation factor at 20 µM. 0.17% of 200,000 active. AID 1016;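 active = activation factor of 2 or more at 20 µM, a signal rise over negative controls twice the positive control's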
# TLR4-MyD88 BLA = TLR4-MyD88 interaction inhibition in cells | O00206+Q99836 | HeLa CL3-4 TLR4/MyD88 BLA complementation, FRET ratio | inhibition, % at 8.4 µM | 0.18% of 200,000 active; in the data active = inhibition above about 25%;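 also: 0% = vehicle and 100% = reference inhibitor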
# Lmaj promast = reduces viability of Leishmania major promastigotes; resazurin fluorescence viability; inhibition, % at 10 µM; 9% of 200,000 active; AID 1063; in the data active = inhibition above about 50%;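 also: promastigotes grown with compound for 44 hours at 28 °C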
# DTT redox prof = compounds producing H2O2 with reducing agent – biochemical, NIH compound library profiling, artefact control for MLSCN library redox annotation, primary screen | DTT-dependent redox cycling H2O2, phenol red/HRP absorbance; 100% = 100 µM peroxide control, 0% = buffer | activation, % at 10 µM | 0.03% of 200,000 active;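 active = activation of at least 50% relative to the plate's high and low controls in the primary single-dose screen; inactive = activation below 50%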;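 also: compound incubated with DTT at 0.8 mM final as the reducing agent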
# PPARg SRC-1 ag = PPARgamma-driven SRC-1 recruitment agonism | activation, % at 8 µM | PPARgamma-SRC-1 coactivator recruitment biochemical assay | AID 631 | 0.41% of 200,000 active; in the data active = activation above about 19%;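 also: 0% = DMSO and 100% = reference agonist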
# Target sequence (P37231 whole entry, looked up): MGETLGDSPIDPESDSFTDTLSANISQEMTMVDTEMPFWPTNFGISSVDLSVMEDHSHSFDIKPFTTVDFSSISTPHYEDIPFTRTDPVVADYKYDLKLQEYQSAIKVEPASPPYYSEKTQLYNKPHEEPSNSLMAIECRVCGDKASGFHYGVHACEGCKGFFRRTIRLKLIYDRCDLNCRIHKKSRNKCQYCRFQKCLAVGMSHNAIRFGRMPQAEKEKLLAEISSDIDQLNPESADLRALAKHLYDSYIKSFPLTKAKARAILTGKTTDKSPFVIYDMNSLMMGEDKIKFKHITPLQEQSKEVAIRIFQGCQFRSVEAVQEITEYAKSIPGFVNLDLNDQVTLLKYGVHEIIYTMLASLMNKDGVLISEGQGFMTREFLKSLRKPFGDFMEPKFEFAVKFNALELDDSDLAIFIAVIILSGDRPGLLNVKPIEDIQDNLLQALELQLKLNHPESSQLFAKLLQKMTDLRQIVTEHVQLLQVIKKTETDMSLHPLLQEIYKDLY
# ROMK mod = human ROMK K+ channel modulation, primary screen. B-score at 10 µM. AID 1918. P48048. 2% of 130,000 active. Tet-inducible ROMK, thallium flux fluorescence; actives lie on both sides;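 active = signal ratio slope over the read window, or its plate-corrected B-score, at least 3 SD from the plate mean, either direction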;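 also: B-score of the F/F0 ratio slope over 7 to 12 s after thallium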
# Target sequence (P48048 whole entry, looked up): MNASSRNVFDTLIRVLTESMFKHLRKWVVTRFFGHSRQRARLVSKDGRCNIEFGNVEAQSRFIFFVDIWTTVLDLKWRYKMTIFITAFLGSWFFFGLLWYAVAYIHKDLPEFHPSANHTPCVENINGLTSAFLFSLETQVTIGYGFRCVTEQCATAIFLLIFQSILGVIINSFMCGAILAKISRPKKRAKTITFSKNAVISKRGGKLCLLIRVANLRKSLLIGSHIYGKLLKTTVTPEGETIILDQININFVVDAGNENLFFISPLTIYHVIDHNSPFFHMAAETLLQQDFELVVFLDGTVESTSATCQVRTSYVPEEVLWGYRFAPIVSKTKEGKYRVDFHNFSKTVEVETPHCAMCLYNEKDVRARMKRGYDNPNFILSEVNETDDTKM
# PPARg SRC3 recr = PPARgamma-driven SRC-3 recruitment agonism. AID 731. 0.26% of 200,000 active. biochemical PPARgamma/SRC-3 coactivator recruitment assay. activation, % at 8 µM. P37231; in the data active = activation above about 23%;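 also: 0% = DMSO and 100% = reference agonist; some compounds past the cut are filed as inactive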
# PPARg SRC2 recr = promotes SRC-2 coactivator recruitment by human PPARgamma. P37231. PPARgamma LBD-SRC-2 recruitment, biochemical. activation, % at 8 µM. 0.34% of 200,000 active. AID 1032; in the data active = activation above about 22%;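 also: 0% = vehicle and 100% = reference agonist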
# S1P3 antag = blocks the human S1P3 receptor; 0.27% of 170,000 active; CHO S1P3 NFAT-BLA reporter, FRET fluorescence, antagonist mode; inhibition, % at 4.98 µM;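 active = inhibition above the plate cutoff, the mean inhibition of test wells on that plate plus 3 SD, cut at about 28% in these data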;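 also: cells challenged with S1P at its EC80 of 0.8 µM; blue over green emission ratio from cleaved BLA substrate after 4 h stimulation; 0% = S1P-stimulated wells and 100% = unstimulated DMSO-only wells; some compounds past the cut are filed as inactive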
# SRC2 TRFRET art = TR-FRET artefact, counter-screen to PPARgamma/SRC-2 agonist assay. 0.4% of 200,000 active. TR-FRET ratio at 8 µM. stronger effect = higher value; in the data active = TR-FRET ratio above about 2000; also: inactives centre near 1500; reference of the scale not given here
# * = called active by the depositor; x = not tested or not shown.
compound | bIAP inh | bIAP act | TLR4-MyD88 BLA | Lmaj promast | DTT redox prof | PPARg SRC-1 ag | ROMK mod | PPARg SRC3 recr | PPARg SRC2 recr | S1P3 antag | SRC2 TRFRET art
Cc1csc(=Nc2ccccc2)n1CCCN1CCCC1=O | -20 | 1.2 | -2 | 1 | -0.4 | 9 | 1.1 | 7 | 14 | -9 | 1546
Cn1nc([N+](=O)[O-])c(C(C#N)c2ccccn2)c(Cl)c1=O (stereo not given) | 22 | 0.8 | -5 | 100* | 0.1 | 5 | -0.24 | 0 | 6 | 0 | 1565
O=c1oc2ccccc2c(NCc2ccccc2F)c1[N+](=O)[O-] | -5 | 1.1 | -11 | -2 | -0.2 | 6 | 1 | -3 | -2 | -6 | 1414
CC1C=CCC2C(=O)N(c3ccc(OC(=O)c4ccco4)cc3)C(=O)C12 (stereo not given) | -5 | 1 | 2 | -2 | -1.9 | 7 | -0.22 | 7 | 9 | -8 | 1798
CCN(CC)c1ccc2c(Cl)cc(=O)oc2c1 | 12 | 0.9 | 8 | -2 | 1.7 | -1 | x | -5 | 2 | x | 1499
Oc1c(C2=NCCNC(C(F)(F)F)=C2)ccc2ccccc12 | 24 | 0.8 | -1 | 2 | -0.5 | -8 | 0.026 | 7 | -4 | 17 | 1450
COc1ccc(NC(=O)Nc2cccc(C(F)(F)F)c2)cn1 | -9 | 1.1 | 6 | 3 | 0.4 | 6 | -1.3 | 0 | -5 | -5 | 1295
O=C(N/N=C/c1cccs1)c1cc(-c2cccc3ccccc23)n[nH]1 | 26 | 0.7 | 2 | 12 | 0.4 | -1 | 0.87 | -3 | 7 | 12 | 1557
COc1ccc(CCNC(=O)CNCC2CCCO2)cc1OC (stereo not given) | -6 | 1.1 | -8 | -4 | 2.1 | 4 | x | 7 | 8 | -18 | 1636
Cc1cc(C)c2[nH]c(=O)c(C(c3nnnn3CC3CCCO3)N3CCCC(C)C3)cc2c1 (stereo not given) | -10 | 1.1 | 1 | 36 | -1.0 | 9 | -1.7 | 1 | 2 | -10 | 1530
CC(=O)c1cccc(NC(=O)N2CCC(c3ccc(C)cc3)C2)c1 (stereo not given) | 2 | 1 | 7 | 9 | -1.2 | 0 | -0.032 | 4 | -5 | -18 | 1599
CCOc1cc(/C=N/NC(=O)c2cccnc2)ccc1OCC(N)=O | 17 | 0.8 | -5 | -4 | 0.0 | 6 | -0.36 | 4 | 5 | -10 | 1772
Nc1ccc(-c2cn3cccnc3n2)cc1 | -1 | 1 | 9 | 1 | -0.6 | 1 | 0.44 | 12 | 9 | -12 | 1474
CC(=O)N(c1ccc(N(C(C)=O)S(=O)(=O)c2cccs2)cc1)S(=O)(=O)c1cccs1 | 3 | 1 | 14 | 0 | 0.9 | 1 | 0.55 | -11 | -6 | 18 | 1500
O=[N+]([O-])c1ccccc1S(=O)(=O)n1cnc2ccccc21 | 9 | 0.9 | -7 | 25 | -0.6 | -8 | -0.43 | 5 | -1 | -23 | 1482
Cc1ccc(-c2nnc(SCC#CCOC(=O)c3ccco3)o2)cc1 | 12 | 0.9 | -2 | 7 | 0.0 | -4 | -0.14 | 0 | 3 | x | 1667
Cc1ccc(-n2c(COc3ccccc3)n[nH]c2=S)cc1 | 16 | 0.8 | 4 | 1 | 0.3 | 0 | -0.11 | 3 | -10 | -10 | 1396
CC(C)(C)c1nnc(SCC(=O)c2ccccc2)n(N)c1=O | 4 | 1 | -10 | -5 | -0.2 | 5 | -1.8 | -2 | 3 | 3 | 1628
CC1Cc2ccccc2N1C(=O)Cn1cnc2ccccc21 (stereo not given) | 0 | 1 | -13 | -5 | -1.4 | 10 | -0.2 | 3 | 4 | -11 | 1746
O=C1NC(=O)/C(=C\c2ccc(OCc3cccc([N+](=O)[O-])c3)cc2)N1 | 3 | 1 | 0 | -1 | -1.4 | 14 | -0.039 | -1 | -1 | -7 | 1507
CC(C)(C)n1nnnc1C(c1cccs1)N(Cc1ccc(Cl)cc1)CC1CCCO1 (stereo not given) | 2 | 1 | -2 | 25 | 5.7 | 7 | -1.3 | 7 | 10 | x | 1682
CCCCC1=NN2CCS(=O)(=O)N=C2S1 | -18 | 1.2 | 5 | -9 | -0.2 | 2 | 0.097 | 3 | -2 | -1 | 1498
COc1ccc(Cl)cc1S(=O)(=O)Nc1cccc(C(=O)O)c1 | 9 | 0.9 | -7 | -8 | 0.3 | -7 | x | 3 | 6 | 11 | 1837
O=C(NNC(=S)Nc1ccccc1)NNC(=S)Nc1ccccc1 | -1 | 1 | -13 | -2 | 0.9 | 8 | 0.24 | 3 | 3 | 7 | 1503
O=C1CC(N2CCN(c3ccccc3O)CC2)C(=O)N1Cc1ccccc1 (stereo not given) | -8 | 1.1 | -8 | -2 | -0.3 | 3 | -0.45 | 2 | 5 | -8 | 1550

# Later entries.
compound | bIAP inh | bIAP act | TLR4-MyD88 BLA | Lmaj promast | DTT redox prof | PPARg SRC-1 ag | ROMK mod | PPARg SRC3 recr | PPARg SRC2 recr | S1P3 antag | SRC2 TRFRET art
N#CC1=C(SCc2ccccc2)NC2=C(C(=O)CCC2)C1c1ccc2c(c1)OCO2 (stereo not given) | 10 | 0.9 | -8 | 5 | -1.5 | 13 | -0.95 | 19 | 21 | x | 1775
Cc1ccc2nc(SCC(=O)Nc3ccc(F)cc3F)[nH]c2c1 | 10 | 0.9 | -5 | 6 | -0.7 | 8 | -0.67 | 1 | 1 | 14 | 1621
CCC(C)(CC(=O)N(C)CCC#N)c1ccccc1 (stereo not given) | 5 | 0.9 | 1 | -4 | -0.2 | 8 | x | -4 | 4 | x | 1800
CCCCCOc1ccc2oc(=O)c3c(c2c1)CCCN3C(=O)CN1CCCC(C(=O)OCC)C1 (stereo not given) | -15 | 1.1 | -6 | 19 | 0.2 | -1 | -1.3 | -9 | 8 | x | 1462
CCN(CC)c1ccc(/C=c2\sc3nc4ccccc4n3c2=O)c(O)c1 | -7 | 1.1 | 30* | 4 | -0.5 | 13 | -4.8* | 7 | 6 | 15 | 3056*
Cc1cc(NC(=O)COC(=O)c2ccccc2S(=O)(=O)N(C)c2ccccc2)no1 | 20 | 0.8 | 7 | 22 | -0.2 | 1 | 0.026 | -1 | 4 | -17 | 1566
CCOc1cc(OCC)cc(C(=O)O)c1 | 17 | 0.8 | -5 | -6 | -3.3 | 6 | x | 6 | 4 | x | 1568
COc1cc(C)c(C(C)C)cc1S(=O)(=O)n1ccnc1 | -8 | 1.1 | 5 | 98* | 0.4 | -3 | 1.2 | 4 | 12 | x | 1646
CCOC(=O)Nc1cc(C(=O)OC)cc(C(=O)OC)c1 | 1 | 1 | 16 | 0 | -0.6 | 4 | 0.7 | -6 | -2 | -31 | 1452
CC1CCN(c2ccc(NC(=O)c3ccccc3[N+](=O)[O-])cc2)CC1 | -29 | 1.3 | -16 | -5 | -1.3 | 13 | -0.22 | 7 | 3 | 5 | 1811
CCCN1CCC(NC(=O)Nc2cc(Cl)ccc2OC)CC1 | -8 | 1.1 | -7 | 7 | -0.3 | 0 | 0.036 | 3 | 8 | -10 | 1472
CCc1ccc(N(CC(=O)NC2CCCC2)S(=O)(=O)c2c(C)noc2C)cc1 | 10 | 0.9 | -7 | 4 | -0.4 | 1 | x | 13 | 2 | -24 | 1651
O=C(c1cccnc1)N1CCN(c2c(Cl)cccc2[N+](=O)[O-])CC1 | 12 | 0.9 | -8 | -5 | 0.0 | 0 | 0.22 | -4 | -1 | x | 1731
Oc1ccccc1N=Cc1ccc[nH]1 | 15 | 0.8 | -6 | 100* | 0.0 | 5 | 1.7 | -1 | -1 | -27 | 1345
O=C(Nc1c2c(nc3ccccc13)CCCC2)c1ccccc1Cl | 19 | 0.8 | -1 | 5 | 0.6 | 2 | 0.035 | -5 | 4 | -12 | 1626
CCOC(=O)c1ccc(NC(=O)CCNS(=O)(=O)c2ccc3c(c2)oc(=O)n3C)cc1 | 12 | 0.9 | -6 | 23 | 0.8 | -6 | x | -4 | -2 | -20 | 1471
O=C(COC(=O)c1ccc(-c2ccccc2)cc1)Nc1ccccc1-c1ccccc1 | 5 | 1 | -14 | 4 | 0.3 | 3 | -0.51 | 4 | -3 | 6 | 1587
CC(=O)Cc1nsc(Nc2cccc(C)c2)n1 | -1 | 1 | 6 | -4 | 0.3 | 2 | -0.2 | 1 | -3 | -1 | 1657
COc1ccccc1-c1nc2n(n1)C(c1cccs1)C(C(=O)Nc1cccnc1)=C(C)N2 (stereo not given) | 10 | 0.9 | -7 | 99* | -0.6 | 3 | 0.86 | -16 | 1 | -18 | 1557

# An excerpt of these results, as labelled records:
Structure: CCc1ccc(N(CC(=O)NC2CCCC2)S(=O)(=O)c2c(C)noc2C)cc1
  bIAP inh: 10	bIAP act: 0.9	TLR4-MyD88 BLA: -7	Lmaj promast: 4	DTT redox prof: -0.4	PPARg SRC-1 ag: 1	ROMK mod: x	PPARg SRC3 recr: 13	PPARg SRC2 recr: 2	S1P3 antag: -24	SRC2 TRFRET art: 1651
Structure: O=C(c1cccnc1)N1CCN(c2c(Cl)cccc2[N+](=O)[O-])CC1
  bIAP inh: 12	bIAP act: 0.9	TLR4-MyD88 BLA: -8	Lmaj promast: -5	DTT redox prof: 0.0	PPARg SRC-1 ag: 0	ROMK mod: 0.22	PPARg SRC3 recr: -4	PPARg SRC2 recr: -1	S1P3 antag: x	SRC2 TRFRET art: 1731
Structure: Oc1ccccc1N=Cc1ccc[nH]1
  bIAP inh: 15	bIAP act: 0.8	TLR4-MyD88 BLA: -6	Lmaj promast: 100*	DTT redox prof: 0.0	PPARg SRC-1 ag: 5	ROMK mod: 1.7	PPARg SRC3 recr: -1	PPARg SRC2 recr: -1	S1P3 antag: -27	SRC2 TRFRET art: 1345
Structure: O=C(Nc1c2c(nc3ccccc13)CCCC2)c1ccccc1Cl
  bIAP inh: 19	bIAP act: 0.8	TLR4-MyD88 BLA: -1	Lmaj promast: 5	DTT redox prof: 0.6	PPARg SRC-1 ag: 2	ROMK mod: 0.035	PPARg SRC3 recr: -5	PPARg SRC2 recr: 4	S1P3 antag: -12	SRC2 TRFRET art: 1626

# The order is random (roughly 11% active in at least one column).
